Source: PubChem
Hsp70 inhibitors = Hsp70 inhibitors, probe displacement, primary screen, biochemical, fluorescence polarization (AID 583); displacement, % at 20 µM; hits with a dose series show IC50 in µM; Heat shock 70 kDa protein 1A (Homo sapiens); Hsp70 fluorescence polarization probe displacement, mP; higher % means a stronger effect; hit rate 0.06% among 140,000; in the data active = displacement above about 50%;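 note: plate controls were vehicle for no effect and reference ligand for full effect; a part of the inactive calls stands beside numbers as strong as those of hits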
Rat MKP-3 inhibitors = MKP-3 phosphatase inhibitors, primary screen, biochemical, rat enzyme, in vitro (AID 425) | recombinant MKP-3 phosphatase activity, fluorescence; higher % means a stronger effect | one-dose inhibition, % at 20 µM; IC50 in µM for titrated hits | hit rate 0.17% among 110,000; in the data active = inhibition above about 50%;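 note: plate controls were vehicle for no effect and reference inhibitor for full effect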
The depositor's hits bear a star; x = not tested or not shown; & = joins results of further samples.

Start of the listing, in advance:
structure,Hsp70 inhibitors,Rat MKP-3 inhibitors
CCCCNC(=O)Cn1c(=O)n(C)c2ccccc21,-1.7%,1.5%
O=C(C1CCCCN1S(=O)(=O)c1ccccc1)N1CCCCC1 (stereo not given),6.7%,x
Cc1n[nH]c(C)c1CCCCCOc1ccc([N+](=O)[O-])cc1,0.7%,1.8%
Cc1ccc(OCC(=O)N2CCN(c3ccccn3)CC2)c(Br)c1,3.2%,3.7%

All compounds of this part, from the start:
structure,Hsp70 inhibitors,Rat MKP-3 inhibitors
CCCCNC(=O)Cn1c(=O)n(C)c2ccccc21,-1.7%,1.5%
O=C(C1CCCCN1S(=O)(=O)c1ccccc1)N1CCCCC1 (stereo not given),6.7%,x
Cc1n[nH]c(C)c1CCCCCOc1ccc([N+](=O)[O-])cc1,0.7%,1.8%
Cc1ccc(OCC(=O)N2CCN(c3ccccn3)CC2)c(Br)c1,3.2%,3.7%
CCSc1nnc(Cn2c(=O)sc3ccccc32)n1C,4.6%,0.4%
CCCNC(=O)c1cnc(Sc2ncc(C(F)(F)F)cc2Cl)n1C,0.8%,x
O=C(c1ccc(Cl)cc1)c1c[nH]cc1-c1ccccc1,1.9%,x
CCCCNCC(=O)Nc1ccc(NC(=O)CNCCCC)cc1,-1.3%,x
COc1ccc(-c2noc(-c3ccccc3C(=O)N3CCOCC3)n2)cc1,1.1%,x
CC(C)C(=O)NC(c1ccc(N(C)C)cc1)c1c(O)ccc2ccccc12 (stereo not given),1.5%,2.8%
COc1ccc(/C=C2/SC(=S)N(Cc3ccccc3)C2=O)c(OC)c1,-1.0%,1.1%
Cc1sc2nc(CN3CCOCC3)nc(Oc3ccc(NC(=O)c4ccco4)cc3)c2c1C,5.8%,-7.1%
Cc1cc(NCCCn2ccnc2)n2nc(-c3ccc(F)cc3)cc2n1,5.5%,-4.8%
OC(COCc1ccccc1)CN1CCN(c2ccccn2)CC1 (stereo not given),1.1%,-1.1%
Cc1ccc2c(CC(=O)OCc3csc(C)n3)coc2c1,1.3%,-3.5%
CCOC(=O)c1ccc(CSc2nnc(N)s2)cc1,1.6%,-16.4%
COC(=O)c1cn(-c2ccccc2)nc1-c1ccncc1,-3.4%,x
O=C(c1ccc(Cn2cc(Br)cn2)o1)n1cccn1,-2.1%,-0.3%
Cc1ccc2cc(C#N)c(N3CCCC3)nc2c1C,-1.2%,5.3%
O=C(N/N=C\c1c(F)cccc1Cl)c1cnccn1,-2.4%,0.6%
COc1ccc(OC)c(NC(=O)CN(c2ccc(C(C)C)cc2)S(=O)(=O)c2c(C)noc2C)c1,1.7%,-5.3%
O=c1c2ccccc2nc(-c2ccccc2)n1CCCn1ccnc1,-0.8%&3.5%,-5.5%&-0.8%
Cc1cc(C)nc(SCC(=O)N/N=C/c2ccc(Cl)cc2Cl)n1,-2.2%,0.8%
O=C(Cc1ccc(-n2cccc2)cc1)NCc1cccs1,-4.2%,4.3%
Cc1ccc(S(=O)(=O)N(CC(=O)N2CCC(C)CC2)c2cccc(C)c2)cc1,2.7%,x
CCc1ccc(S(=O)(=O)NCc2csc(-c3ccccc3)n2)s1,-2.1%,-1.0%
O=C1CCc2cc(S(=O)(=O)N3CCC(C(=O)NCc4ccccc4Cl)CC3)ccc2N1,-3.6%,-5.2%
O=C(Nc1nc(-c2ccc(F)cc2F)cs1)c1cccc(F)c1F,7.3%,-2.4%
Cc1cc(C)n(-c2nc(SCC(=O)N3CCCC3)c3c4c(sc3n2)CCCC4)n1,-2.4%,-1.0%
O=C(COC(=O)CCS(=O)(=O)c1ccc(Cl)cc1)NC1CCCCC1,-7.8%,x
CC(NS(=O)(=O)c1cccc([N+](=O)[O-])c1)c1ccccc1 (stereo not given),0.5%,1.7%
CC(C)(C)C1=CC(=C(C#N)C#N)C(C(C)(C)C)C(=O)C1=O (stereo not given),2.7%,5.6%
COC(=O)CN1C(=O)/C(=C\c2ccco2)SC1=S,-3.1%,3.9%
O=C(Nc1ccccc1)c1ccccc1NC(=O)c1ccccc1C(=O)O,0.0%,-2.4%
COc1ccc(CN2CCN(C(=O)c3cccc(F)c3)CC2)cc1Br,1.6%,3.1%
CCCCOC(=O)CSC1=C(C#N)C(c2cccc3ccccc23)CC(=O)N1 (stereo not given),2.6%,0.7%
CCOC(=O)c1sc(NC(=O)CCN2C(=O)c3cccc([N+](=O)[O-])c3C2=O)c(C(=O)OCC)c1C,-1.6%,-1.6%
Cc1oc(-c2ccccc2)cc1C(=O)Nc1cccc2ccccc12,-0.9%,x
Cc1cc(Cl)ccc1NC(=O)CCC(=O)N/N=C/c1cccs1,-6.4%,1.9%
Cn1c(=O)c2c(nc(Oc3cccc(C4Nc5ccc6ccccc6c5C5=C4C(=O)CC(C)(C)C5)c3)n2C)n(C)c1=O (stereo not given),4.9%,-3.9%
O=C(COC(=O)c1cnccn1)c1ccc2c(c1)CCCC2,x,-12.7%
O=C(CCCN1C(=O)c2ccccc2C1=O)Nc1cccnc1,12.9%,3.1%
CC1CCN(Cc2c(O)ccc3ccccc23)CC1,0.4%,-4.0%
O=[N+]([O-])c1cc(S(=O)(=O)C(F)(F)F)ccc1Sc1nc2ccccc2[nH]1,20.3%,x
CSc1ccccc1-n1nnnc1SCC(=O)Nc1cc(C)ccc1C,1.2%,x
Cc1nn(C)c(C)c1NC(=O)c1ccc([N+](=O)[O-])cc1,0.3%,-0.2%
Cc1ccc(-n2nnnc2SCC(=O)Nc2ccc3c(c2)COC3=O)cc1C,-3.6%,-12.1%
Cc1nn(Cc2ccc(Cl)cc2)c(C)c1NC(=O)c1noc2c1CCCCC2,9.6%,10.0%
CCOC(=O)c1c(NC(=O)Cn2nnc3ccccc32)sc2c1CCC(C)C2 (stereo not given),-2.2%,-7.3%
O=C(O)C1CSC2c3ccccc3C(=O)N12 (stereo not given),1.9%,3.6%

Following part.
structure,Hsp70 inhibitors,Rat MKP-3 inhibitors
N#CC1=C(N)N2C(=C(C#N)C13CCCCC3)SC1CCCCC12O (stereo not given),1.3%,0.0%
COc1ccc(N(C(=O)CNC(=O)c2ccco2)C(C(=O)NC2CCCCC2)c2ccco2)cc1 (stereo not given),3.8%,-12.3%
CCN(CC)S(=O)(=O)c1ccc2c3c(cccc13)C(=O)N2,-2.5%&-1.5%,4.7%&1.0%
Cc1ccc(N(CC(=O)O)S(C)(=O)=O)cc1Cl,1.3%&2.9%,-4.5%&-3.5%
COC(=O)c1ccccc1N1C(=O)c2ccc([N+](=O)[O-])cc2C1=O,-0.9%,1.0%
Cn1c(C(C#N)C(=O)Cc2cccc3ccccc23)nc2ccccc21 (stereo not given),2.7%,0.2%
CN(C)S(=O)(=O)c1cccc(-c2nnc(-c3ccccc3)o2)c1,3.3%,x
COC(=O)[C@H](CCSC)NC(=O)N1CCN(c2cccc(C(F)(F)F)c2)CC1,-5.5%,-3.9%
CCCOc1ccc(C2C(C(=O)OC)=C(C)N(C)C(C)=C2C(=O)OC)cc1,-4.6%,1.8%
O=c1[nH]c2c(cc1CNCCN1CCOCC1)c(-c1cccc(F)c1)nn2-c1ccccc1,0.6%,3.3%
COc1ccc(CCNC(=O)CCN2C(=O)COc3ccccc32)cc1OC,3.6%,-1.5%
Cc1nonc1NC(=O)CSc1nc2cc(Cl)ccc2c2c1CCCC2,-15.1%,-3.4%
CCN(CC)S(=O)(=O)c1ccc2[nH]cc(C(=O)NCCc3ccc(OC)c(OC)c3)c(=O)c2c1,2.8%,3.6%
O=C(Nc1cccc(-c2cc3ccccc3oc2=O)c1)c1ccc(Br)o1,11.2%,x
O=C(Cc1ccccc1F)Nc1nc(-c2cccs2)cs1,-4.2%,3.2%
O=C1NN(c2ccccc2)C(=O)/C1=C/c1ccccc1OCc1ccccc1F,4.0%,3.4%
CCc1ccc(N2C(=O)C3C(c4cccc(Cl)c4)OC4(C(=O)c5ccccc5C4=O)C3C2=O)cc1 (stereo not given),6.4%,1.1%
Nc1nc(-c2ccc(Br)cc2)cc(C(F)(F)F)n1,-0.2%,x
c1ccc(CN2CCN(c3ncnc4c3[nH]c3ccccc34)CC2)cc1,-3.8%,-15.2%
S=C(Nc1ccccc1)NC1CCCC1,3.4%,0.5%
Cc1ncoc1C(=O)NCc1ccccc1Cl,-1.6%,-8.7%
O=C(CSCc1cccc(CSCC(=O)Nc2ccc3ccccc3c2)n1)Nc1ccc2ccccc2c1,5.7%,x
Cc1c(Cl)cccc1NC(=O)CSc1nc2c(c(=O)[nH]1)CCCC2,-4.4%,x
COc1ccc(CN(Cc2ccccn2)C(=O)CN2C(=O)C(C)Oc3ccccc32)cc1 (stereo not given),-0.2%,1.4%
Cc1ccc(C(C)C)c(OCc2nnc(NC(=O)c3ccc(Br)cc3)s2)c1,-2.7%,1.5%
O=C(CCCOc1ccc(Cl)cc1Cl)Nc1ccc(S(=O)(=O)Nc2nccs2)cc1,-4.2%,-0.9%
Cc1cc(F)c(F)c(C(=O)N2CCN(c3cc(N4CCCCC4)c(F)cc3[N+](=O)[O-])CC2)c1Cl,1.1%,-1.3%
O=C(CN1C(=O)NC2(CCCCC2)C1=O)NCCC1=CCCCC1,2.5%,-3.6%
CCOC(=O)Cc1c(C)nc(-c2ccccc2)[nH]c1=O,1.5%,-6.8%
COc1cc(C)nc(Nc2nc(C)c3cc(C)ccc3n2)n1,-2.7%,1.8%

Single values from the entries so far.
Under Hsp70 inhibitors, Cc1ccc(C(C)C)c(OCc2nnc(NC(=O)c3ccc(Br)cc3)s2)c1 is entered as -2.7%
Under Hsp70 inhibitors, COc1ccc(CN(Cc2ccccn2)C(=O)CN2C(=O)C(C)Oc3ccccc32)cc1 (stereo not given) is entered as -0.2%
Under Hsp70 inhibitors, Cc1c(Cl)cccc1NC(=O)CSc1nc2c(c(=O)[nH]1)CCCC2 is entered as -4.4%
Under Hsp70 inhibitors, O=C(CSCc1cccc(CSCC(=O)Nc2ccc3ccccc3c2)n1)Nc1ccc2ccccc2c1 is entered as 5.7%
Under Rat MKP-3 inhibitors, COc1cc(C)nc(Nc2nc(C)c3cc(C)ccc3n2)n1 is entered as 1.8%
Under Rat MKP-3 inhibitors, Cc1cc(F)c(F)c(C(=O)N2CCN(c3cc(N4CCCCC4)c(F)cc3[N+](=O)[O-])CC2)c1Cl is entered as -1.3%
Under Rat MKP-3 inhibitors, O=C(CCCOc1ccc(Cl)cc1Cl)Nc1ccc(S(=O)(=O)Nc2nccs2)cc1 is entered as -0.9%

Additional entries
structure,Hsp70 inhibitors,Rat MKP-3 inhibitors
O=C(COc1ccc(Cl)cc1)Nc1ncccn1,0.4%,-2.2%
Cc1nc2ccccc2c(=O)n1NS(C)(=O)=O,2.3%,5.4%
C/C(=N\NC(=O)c1ccccn1)C12CC3CC(CC(C3)C1)C2,2.0%,x
O=C(NC1CC2CCCC(C1)N2Cc1cccs1)N1CCOCC1 (stereo not given),0.6%,-8.2%
CC(=O)c1cc2c(cc1NS(=O)(=O)c1ccc(C)cc1)OCO2,0.6%,x
COc1ccc(C(=O)NC2CCSC2=O)cc1 (stereo not given),-5.7%,x
Cc1cc(C)c2nc(N3CCCC(C(=O)NCCN4CCOCC4)C3)sc2c1 (stereo not given),2.9%,0.5%
O=C(CCN1C(=O)c2ccccc2C1=O)NCc1ccncc1,2.3%&-1.8%,-8.3%&0.0%
O=C(Nc1ccc2nc[nH]c2c1)c1ccco1,-3.0%,-1.3%
COCCn1nnnc1CN1CCC(O)(c2cccc(C(F)(F)F)c2)CC1,-1.0%,-8.5%
O=c1[nH]n(-c2cccc(Cl)c2)c(O)c1/C=C1/C=Nc2ccccc21,3.3%,7.1%
NC(=O)CC1NC(=O)c2ccccc21 (stereo not given),3.0%,-18.7%
COc1ccc(OC)c(S(=O)(=O)N(C)CC(=O)N2CCN(c3ccccc3)CC2)c1,1.6%,1.1%
CCOc1ccccc1NC(=O)CSc1nnc(-c2ccco2)n1Cc1ccco1,-3.3%,-5.6%
CCOc1ccc(NC(=O)/C=C/c2ccc(Cl)cc2)cc1,3.7%,3.9%
Cc1nnc(NC(=O)NC(C)N2C(=O)C3C4C=CC(C4)C3C2=O)s1 (stereo not given),-1.2%,-9.6%
Cc1ccc(CN2CCN(/N=C/c3ccc(C(F)(F)F)cc3)CC2)cc1,-0.4%,3.0%
Cc1ccc(N2C(=O)C3C(C2=O)C2C=CC3C23CC3)cc1Cl (stereo not given),0.2%,1.7%
CCCC(C(=O)NC1CCCCC1)N(Cc1ccco1)C(=O)CNS(=O)(=O)c1ccccc1 (stereo not given),x,-7.2%
CCCCCCCC1=NN2C(=O)CC(=O)N=C2S1,-2.5%,0.1%
CC(=O)Nc1ccc2c(c1)nc(CCN1CCN(C)CC1)n2C,10.8%,4.6%
COc1ccc(S(=O)(=O)N(CCc2ccccc2)CC(=O)O)cc1Cl,2.7%,x
CCOc1cc(C2Nc3ccccc3C(=O)N2c2ccc(C)cc2)ccc1O (stereo not given),1.9%,1.6%
CCOC(=O)c1sc(NC(=S)n2cc(C)cn2)c(C(=O)OCC)c1C,2.6%,-2.8%
O=C1NC(=Nc2cccc(Cl)c2Cl)S/C1=C\c1ccccc1,1.7%,2.7%
Cc1ccc2cc(CN(C(=O)c3ccco3)c3ccccc3C)c(=O)[nH]c2c1,1.8%,4.4%
COc1cc2c(cc1NC(=O)COC(=O)C1CC(=O)N(Cc3ccco3)C1)oc1ccccc12 (stereo not given),-5.0%,-6.8%
C=C(C)COc1ccc(-c2[nH]ncc2-c2ccc(OC)c(OC)c2)c(O)c1,1.3%,-10.4%
Cc1ccccc1-n1c(=O)c(C#N)cc2c(=O)n3ccccc3nc21,4.2%,x
Cc1ccc(C(=O)OCC(=O)NCc2ccc3c(c2)OCO3)s1,3.0%,-11.2%

This is a subset, so the mix of outcomes need not match the whole.
